SKKanGAS inh = S. pyogenes SKKanGAS growth inhibitors in kanamycin, primary screen, streptokinase expression inhibitor project, SKKanGAS strain, BacTiter-Glo luminescence | 6 h | inhibition, % at 7.5 µM | 1.3% of 300,000 active | AID 1662, 2009;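 active means mean replicate score, as percent of positive control median, at least 50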;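 further: strain carries kanamycin resistance gene driven by streptokinase promoter and grows in 40 µg/ml kanamycin; loss of luminescence reflects streptokinase promoter inhibition or plain growth inhibition; 0% = median of DMSO wells and 100% = positive control at its reference dose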
TRPC4 block = inhibitors of mouse TRPC4 channel, primary screen, Fluo4 calcium, HEK293 TRPC4beta/mu-opioid cells | Short transient receptor potential channel 4 (Mus musculus), Q9QUQ5 | AID 2247, 2010 | B-score at 10 µM | DAMGO-evoked Fluo4 calcium flux; stronger effect = lower value | 0.39% of 300,000 active;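 active means B-score over 3 SD under the library average, no early fluorescence shift, positive overall ratio signal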
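Assay system: TRPC4beta/mu-opioid receptor HEK293 cell line; compound dosing: single concentration per test compound; detection: Fluo4 Ca2+ flux fluorescence; evaluation: per-well B score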
HIF activator = HIF pathway transcriptional activators, primary screen, cell-based, U2OS HRE-luciferase, luminescence; 0.32% of 300,000 active; activation, % at 7.5 µM (by protocol); U2OS HRE-luciferase reporter; normalized: DMSO 0%, desferrioxamine 100%;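 active means mean activation of at least 10% of the iron chelator positive control signal, with at least half of replicates also reaching 10%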
TRPC6 inh = mouse TRPC6 channel inhibitors, primary screen, cell-based, HEK293, membrane potential dye | B-score at 10 µM | 1.1% of 310,000 active | AID 2553, 2010 | ACh-evoked depolarization; stronger effect = lower value;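 active means B-score under library mean minus 3 SD, initial fluorescence not abnormally high, positive integrated signal ratio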;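 further: B-score derived from integrated fluorescence ratio over the kinetic read; more negative B-score means stronger inhibition of depolarization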
TRPC4 potent = positive allosteric modulators of TRPC4, primary screen, cell-based, mouse TRPC4beta, HEK293 mu-opioid, Fluo-4 calcium; AID 2227, 2009; 0.42% of 310,000 active; Short transient receptor potential channel 4 (Mus musculus), Q9QUQ5; DAMGO EC20, Fluo-4 Ca2+ flux; stronger effect = higher value; B-score at 10 µM;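 active means B-score of calcium response area above 5 SD of library B-scores, with initial fluorescence ratio within 5 SD of library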;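 further: B-score of integrated fluorescence ratio over time as area under calcium response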
TRPC6 activator = mouse TRPC6 channel activators, primary screen, cell-based, HEK293, membrane potential dye; Short transient receptor potential channel 6 (Mus musculus), Q61143; HEK293-TRPC6 membrane potential dye fluorescence; stronger effect = higher value; B-score at 10 µM; 0.13% of 310,000 active; AID 2550, 2010;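 active means B-score of the integrated fluorescence ratio above library mean plus 3 SD, and starting fluorescence ratio within library mean plus 5 SD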;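 further: higher score means more depolarization so channel activation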
TRPC4 agonist = activators of mouse TRPC4 channel, primary screen, Fluo4 calcium, HEK293 TRPC4beta/mu-opioid cells | Fluo4 calcium fluorescence; stronger effect = higher value | B-score at 10 µM | 0.49% of 310,000 active;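 active means B-score above 5 SD of library B-scores, and initial fluorescence ratio not above library mean plus 5 SD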;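 further: positive B-score marks a calcium rise read as TRPC4 activation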
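Assay system: HEK293 cells stably co-expressing mouse TRPC4beta and mu-opioid receptor / Timing: Fluo4 dye loading 45 min at room temperature, 110 s recording / Signal: Fluo4 calcium-sensitive dye fluorescence, kinetic, 1 Hz baseline / Read-out: integrated baseline-normalised fluorescence ratio, converted to per-well B score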
KLF5 inhibitor = KLF5 expression inhibitors, primary screen, DLD-1 cells, luminescence. AID 1700, 2009. DLD-1 KLF5 promoter-luciferase reporter. 0.23% of 290,000 active. inhibition, % at 5 µM;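 active means inhibition above a per-plate limit of that plate's mean compound inhibition plus 3 SD, cut at about 60% in these data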;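 further: 0% = DMSO wells and 100% = LY294002 at 200 µM; higher means less KLF5 promoter-driven luciferase light; inactives centre near -14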
IEC-6 cytotox = cytotoxicity in IEC-6 intestinal epithelial cells, primary screen, cytotoxicity control for KLF5 inhibitor project, cell-based, luminescence; inhibition, % at 5 µM; IEC-6 cytotoxicity, luminescence viability; 0.78% of 290,000 active; in the data active means inhibition above about 22%;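 further: 0% = plate median of test compound wells and 100% = cytotoxic reference compound wells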
aSyn UTR inh = MLPCN primary screen, SNCA 5' untranslated region; alpha-synuclein 5'UTR reporter, inhibitor activity; inhibition, % (tested at 7.5 µM); 0.82% of 300,000 active; AID 1813, 2009; in the data active means inhibition above about 60%;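 further: H4 neuroglioblastoma cells stably carrying SNCA 5'UTR luciferase fusion; 0% = DMSO wells and 100% = positive control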
MrgX1 antagonist = antagonists of human MrgX1 receptor, primary screen, HEK293 cells, Fluo-4 calcium flux. BAM8-22 antagonism; stronger effect = lower value. 1.3% of 310,000 active. B-score at 10 µM;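 active means calcium-response B-score plate-corrected more than 3 library SD below zero, starting fluorescence within 5 deviations, no agonist response on first addition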;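 further: peak minus trough fluorescence over baseline after final BAM8-22 challenge near maximal dose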
Target sequence (Q96LB2 whole entry, looked up): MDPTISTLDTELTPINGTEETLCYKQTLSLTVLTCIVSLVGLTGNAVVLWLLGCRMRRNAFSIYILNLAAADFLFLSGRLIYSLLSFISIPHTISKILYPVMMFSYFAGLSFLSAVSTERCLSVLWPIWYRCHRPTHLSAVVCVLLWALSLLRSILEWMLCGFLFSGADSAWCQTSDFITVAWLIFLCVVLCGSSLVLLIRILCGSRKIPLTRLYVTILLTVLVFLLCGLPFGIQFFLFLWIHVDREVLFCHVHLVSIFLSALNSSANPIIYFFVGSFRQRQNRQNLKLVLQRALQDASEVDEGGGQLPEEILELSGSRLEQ
An asterisk follows results filed as active; i = inactive; · = no result given; ! = a repeat was not active.

SMILES | SKKanGAS inh | TRPC4 block | HIF activator | TRPC6 inh | TRPC4 potent | TRPC6 activator | TRPC4 agonist | KLF5 inhibitor | IEC-6 cytotox | aSyn UTR inh | MrgX1 antagonist
CCOc1ccc(N2C(=O)Nc3ccc(Br)cc3C2(O)C(=O)NC(C)C)cc1 (stereo not drawn) | -2 | i | -2.4 | i | i | i | i | -29 | 4 | 7 | i
CCN(CC(=O)N1CCOCC1)S(=O)(=O)c1ccc2ccccc2c1 | 1 | i | -30 | i | i | i | i | -56 | -2 | 13 | i
CCCN(CC(=O)Nc1ccccc1C)CC(=O)Nc1ccc(Br)cc1F | 5 | i | -17 | i | i | i | i | -15 | 2 | -31 | i
Cc1cc(S(=O)(=O)ON2C(=O)c3ccccc3C2=O)ccc1F | 1 | i | 37* | i | i | i | i | -3 | 2 | -29 | i
O=C(NCCc1ccccc1C(F)(F)F)C1CCC(=O)N(CCCN2CCCC2=O)C1 (stereo not drawn) | -8 | i | 0.7 | i | i | i | i | -22 | -2 | -4 | i
NC(=O)CC(NC(=O)c1ccccc1)c1ccc(NCc2ccc(F)c(F)c2)c([N+](=O)[O-])c1 (stereo not drawn) | 12 | i | -3.7 | i | i | i | i | -14 | 5 | 3 | i
Cc1ccc(NC(=O)C2C3C=CC4(CN(Cc5cccnc5)C(=O)C24)O3)cc1F (stereo not drawn) | -3 | i | 0.1 | i | i | i | i | 8 | 1 | 4 | i
CCOc1ccccc1NS(=O)(=O)c1cn(C)nc1C | -12 | i | -0.3 | i | i | i | i | 11 | 1 | 4 | i
O=C(CN(C(=O)CCC(=O)Nc1nccs1)c1ccccc1F)NCCc1ccccc1 | -1 | i | -0.5 | i | i | i | i | -17 | 0 | 8 | i
COC(=O)c1cc(-c2c(C)oc3cc(OC(C)C)ccc3c2=O)c(C)o1 | 3 | i | -0.5 | i | i | i | i | -24 | 5 | 33 | i
O=C1C(=O)N(CC(=O)N2CCCC2)c2ccccc21 | -4 | i | -0.1 | i | i | i | i | -18 | -2 | 2 | i
Cc1ccc(-c2sc(C)nc2CC(=O)O)cc1 | 2 | i | -0.1 | i | i | i | i | -12 | 0 | 14 | i
CCn1c(=O)c(=O)n(CC)c2cc(S(=O)(=O)Nc3cc(C)ccc3C)ccc21 | 1 | i | -0.3 | i | i | i | i | -5 | -4 | -1 | i
CC(OC(=O)c1cccnc1SCc1cc(=O)n2ccccc2n1)c1ccccn1 (stereo not drawn) | -3 | i | -0.2 | i | i | i | i | -26 | 1 | -25 | i
COc1cccc(/C=C/C(=O)c2ccc(C)c([N+](=O)[O-])c2)c1 | -9 | i | 0.4 | i | i | i | i | -31 | 16 | -25 | i
O=C(c1cc(Cl)ccc1O)N1CCN(S(=O)(=O)c2cccs2)CC1 | -1 | i | -0.9 | i | i | i | i | · | · | -14 | i
Cc1onc(-c2c(F)cccc2Cl)c1C(=O)c1ccccc1 | -1 | i | -0.6 | i | i | i | i | -11 | -1 | -22 | i
CCOc1ccccc1OCCCCN1CCCC1 | -1 | i | 0.3 | i | i | i | i | -8 | 0 | -6 | i
CCC(=O)NCCc1cc2cc(C)c(C)cc2[nH]c1=O | -7 | i | 0.3 | i | i | i | i | -15 | 0 | -10 | i
FC(F)(F)Oc1ccc(Nc2nc3ccccc3o2)cc1 | 8 | i | 4.7 | i | i | i | i | -38 | 8 | -260 | i

Random excerpt: 2 records from the list
SMILES | SKKanGAS inh | TRPC4 block | HIF activator | TRPC6 inh | TRPC4 potent | TRPC6 activator | TRPC4 agonist | KLF5 inhibitor | IEC-6 cytotox | aSyn UTR inh | MrgX1 antagonist
Cc1ccc(NC(=O)C2C3C=CC4(CN(Cc5cccnc5)C(=O)C24)O3)cc1F (stereo not drawn) | -3 | i | 0.1 | i | i | i | i | 8 | 1 | 4 | i
Cc1cc(S(=O)(=O)ON2C(=O)c3ccccc3C2=O)ccc1F | 1 | i | 37* | i | i | i | i | -3 | 2 | -29 | i

Continued.
SMILES | SKKanGAS inh | TRPC4 block | HIF activator | TRPC6 inh | TRPC4 potent | TRPC6 activator | TRPC4 agonist | KLF5 inhibitor | IEC-6 cytotox | aSyn UTR inh | MrgX1 antagonist
CCc1cc(SC#N)cc(C)c1NC(=O)CCl | -6 | i | 1.7 | i | i | i | i | -9 | 21 | -23 | i
O=C(CNS(=O)(=O)c1ccccc1)NCC(=O)N1CCCCC1 | 1 | i | -0.9 | i | i | i | i | -5 | -2 | 2 | i
O=C(NNC(=S)NCc1ccccc1)c1cccc([N+](=O)[O-])c1 | -2 | i | -0.8 | i | i | i | i | -16 | -4 | -7 | i
CCN(C(=O)c1ccc(NC(=O)Cc2ccccc2)cc1)c1ccccc1 | 5 | i | -0.3 | i | i | i | i | -39 | -1 | -6 | i
Cc1ccc(C(=O)N/C(=C\c2ccc(-c3cccc([N+](=O)[O-])c3)o2)C(=O)NC(C)(C)C)cc1 | 9 | i | 0.2 | i | i | i | i | -3 | 2 | 15 | i
OCCC1CN(Cc2cnc(-c3ccccc3)s2)CCN1C1CCCCC1 (stereo not drawn) | 9 | i | -0.2 | i | i | i | i | -19 | 4 | 18 | i
Cc1ccccc1NC(=O)N1CCN(C(=O)c2ccco2)CC1 | 2 | i | 0.1 | i | i | i | i | -33 | 2 | -13 | i
O=C(Nc1ccc(Cl)cc1Cl)c1cc2ccccc2o1 | -4 | i | 6.0 | i | i | i | i | -189 | 7 | -110 | i
CCCC(=O)Nc1ccccc1NC(=O)c1ccc(OC)cc1 | -11 | i | -0.3 | i | i | i | i | -2 | 0 | 1 | i
O=C(N/N=C/c1cc(Br)cc(Br)c1O)c1cccc(N2CCCC2=O)c1 | 88* | i | 9.6* | i | i | i | i | -52 | -9 | 2 | i
O=C1CC(c2ccc(F)cc2)c2cc3c(cc2N1)CCC3 (stereo not drawn) | 4 | i | -0.1 | i | i | i | i | -16 | 6 | 5 | i
CC(C)Sc1ncnc2c1oc1ccccc12 | 0 | i | 2.3 | i | i | i | i | -33 | 6 | -58 | i
CC1CN(C(=O)c2ccc(OC3CCN(Cc4ccccn4)CC3)cc2)CCN1C (stereo not drawn) | -9 | i | 0.6 | i | i | i | i | -18 | -3 | -8 | i
CCOc1ccc(CN2CCN(C(=O)c3ccco3)CC2)cc1 | -4 | i | -1.4 | i | i | i | i | -26 | -4 | 5 | i
CC(=O)c1c(C)nc(Nc2nc(C)c3cc(C)ccc3n2)nc1C | -1 | i | 1.3 | i | i | i | i | -13 | 7 | -23 | i
O=C(COc1ccc(Br)cc1)N1CCN(S(=O)(=O)/C=C/c2ccccc2)CC1 | -4 | i | -0.6 | i | 11* | i | i | -29 | -3 | 37 | i
COc1ccc(OC)c(CNC(=O)c2nn(C)c3c2CS(=O)(=O)c2ccccc2-3)c1 | -4 | i | -0.3 | i | i | i | i | -18 | 5 | 24 | i
CC(CCn1cccn1)NC(=O)CCc1nnc(C2CCCCC2)o1 (stereo not drawn) | -1 | i | 0.0 | i | i | i | i | -21 | -1 | 11 | i
Cc1cc(Cl)c(S(=O)(=O)N2CCN(c3cccc(C)c3C)CC2)cc1OCC(N)=O | 0 | i | 0.1 | i | i | i | i | -12 | -2 | 13 | i
COc1cccc(/C=N/NC(=O)C(=O)NCc2ccco2)c1OC | 4 | i | -0.5 | i | i | i | i | -16 | -3 | 27 | i
CCSc1nnc(NC(=O)COc2cccc3ccccc23)s1 | 0 | i | -0.3 | i | i | i | i | 11 | -2 | -5 | i
Cc1ccsc1C(=O)NCCC(c1ccccc1)c1ccccc1 | -9 | i | -0.1 | i | i | i | i | -13 | 2 | -16 | i
COC(=O)CCCNc1ncccc1[N+](=O)[O-] | 0 | i | 0.2 | i | i | i | i | -5 | -1 | -9 | i
COc1ccc(S(=O)(=O)N2CCN(C(=O)CNC(=O)c3ccc4c(c3)OCO4)CC2)cc1 | -11 | i | 0.1 | i | i | i | i | · | · | 6 | i
CCCc1nc2c(C)cc(-c3nc4ccccc4n3C)cc2n1Cc1ccc(-c2ccccc2C(=O)O)cc1 | 28 | i | 0.2 | i | i | i | 95* | -16 | -2 | -17 | i
O=c1c2cccc(Cl)c2nc2n1Cc1ccccc1-2 | 37 | i | 1.0 | i | i | i | i | -9 | 3 | -154 | i
COc1cc(/C=C2\N=C(C)OC2=O)cc(OC)c1OC | -2 | i | 0.8 | i | i | i | i | -25 | 1 | -12 | i
Cc1ccccc1C(=O)Nc1cccc(C(=O)Nc2ccccc2C(=O)O)c1 | 10 | i | -0.9 | i | i | i | i | -10 | 0 | 15 | i
CCSC1=N/C(=C\c2ccc3c(c2)OCO3)C(=O)S1 | 0 | i | -0.4 | i | i | i | i | -26 | 5 | 2 | i
CSc1cccc(NC(=O)c2cc(S(=O)(=O)N3CCCC3)cn2C)c1 | -5 | i | 0.0 | i | i | i | i | 1 | 6 | 35 | i
O=C(c1ccc2c(=O)n(CC3CCCO3)c(=S)[nH]c2c1)N1CCN(c2ccccc2)CC1 (stereo not drawn) | 24 | i | 2.2 | i | i | i | i | 0 | -2 | 3 | i
COc1ccc(C2c3[nH]c4ccccc4c3CCN2CCCn2cccn2)c(C)c1C (stereo not drawn) | 1 | i | -0.2 | i | i | i | i | -8 | -5 | -28 | i
COc1ccc2nc(C)cc(SCC(=O)Nc3c(C)cccc3C)c2c1 | -9 | i | -0.2 | i | i | i | i | -16 | -4 | -11 | i
CC(=O)n1c(C=Nc2ccccc2)c(O)c2ccccc21 | 2 | i | -0.2 | i | i | i | i | -31 | 5 | -46 | i
CC1CCN(C(=O)CSc2nnc(-c3ccccc3F)o2)CC1 | -7 | i | -9.2 | i | i | i | i | -16 | 3 | -10 | i
CC(C)c1ccc2c(c1)c(SC(C)(C)C)c(CC(C)(C)C(=O)O)n2Cc1ccc(Cl)cc1 | 109* | i | 0.2 | i | i | i | i | -6 | 0 | -11 | -4.8*!
COc1ccc(C(=O)Nc2cccc3c2CCCC3)cc1 | -1 | i | 5.3 | i | i | i | i | -9 | 24* | -132 | i
CCOC(=O)Cn1cnc2sc(C(=O)OC)c(C)c2c1=O | -1 | i | -0.1 | i | i | i | i | -1 | -2 | -22 | i

From PubChem
